Source: PubChem (National Center for Advancing Translational Sciences (NCATS))
GoLoco inh red = qHTS Assay for Inhibitors of RGS12 GoLoco Motif Activity (Red Fluorophore). Guanine nucleotide-binding protein G(i) subunit alpha-1 (Homo sapiens), P63096. Gai1:RGS12 GoLoco peptide FP, rhodamine, 10 min. Potency, µM (series often up to 61.6 µM), without a hit: at the top dose activity, negative = inhibition, hits mostly inhibitors. hit rate 0.44% among 230,000. AID 880, 2007; active = well fitted inhibition curve with a large enough effect, not every such curve was filed as active; inactive = no such curve, though single readings can be large or run the other way; note: % is set by controls: 0 for no effect and ±100 for the full control effect; nearly all actives have a fitted effect of over 30% in size; many of its hits are not listed in these tables
Target sequence (P63096 whole entry, looked up): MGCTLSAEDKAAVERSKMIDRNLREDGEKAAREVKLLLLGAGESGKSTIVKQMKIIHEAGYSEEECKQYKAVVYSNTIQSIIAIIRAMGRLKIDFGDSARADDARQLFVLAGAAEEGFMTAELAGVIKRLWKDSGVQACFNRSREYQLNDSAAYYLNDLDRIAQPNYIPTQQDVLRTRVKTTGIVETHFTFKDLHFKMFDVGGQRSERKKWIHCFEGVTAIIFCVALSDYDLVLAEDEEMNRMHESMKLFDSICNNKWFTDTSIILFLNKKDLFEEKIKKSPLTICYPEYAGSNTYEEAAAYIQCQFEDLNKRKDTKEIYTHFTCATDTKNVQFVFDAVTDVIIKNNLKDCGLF
GAA inhib = qHTS Assay for Inhibitors of Human alpha-Glucosidase as a Potential Chaperone Treatment of Pompe Disease; Lysosomal alpha-glucosidase (Homo sapiens), P10253; Potency, µM (titrated, usually from 76.9 µM), for the others: top-dose activity change, negative = inhibition, actives largely listed as inhibitors; purified human GAA, 4-MU-alpha-glucoside fluorescence; hit rate 0.005% among 200,000; AID 1466, 2008;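 note: plate controls were uninhibited enzyme wells for no effect and no-enzyme background for full effect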
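Compounds are titrated up to 77 uM against 4 nM human enzyme. Substrate 4-methylumbelliferyl-alpha-D-pyranoside (400 uM) reacts 20 min at room temperature in pH 5.0 buffer; liberated 4-methylumbelliferone is read at 440 nm.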
HTT ATP protect = qHTS Multiplex Assay to Identify Dual Action Probes in a Cell Model of Huntington: Cytoprotection (ATP); PC12 HTT-Q103 induced, cytoprotection, ATP luminescence, 40 h; Potency, µM (series often up to 56.4 µM), for the others: cytoprotection (ATP increase), hits mostly activators; hit rate 0.14% among 230,000;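 note: % of control where 0% means no effect; nearly all actives have a fitted effect of over 45% in size; toxic huntingtin expression switched on by the ecdysone agonist tebufenozide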
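Stable PC12 Q103-GFP cells in serum-supplemented, phenol red-free DMEM; induction by tebufenozide at 100 nM final; compound dose series; cell viability quantified luminescently from ATP.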
GAA glycogen mod = qHTS Assay for Inhibitors and Activators of Human alpha-Glucosidase Cleavage of Glycogen. Lysosomal alpha-glucosidase (Homo sapiens), P10253. recombinant GAA, glycogen substrate, Amplex Red glucose oxidase fluorescence. Potency, µM (highest dose often 76.4 µM), without a hit: top-dose activity change, negative = inhibition, hits mostly inhibitors. hit rate 0.38% among 300,000. AID 2100, 2009;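 note: 0% = full enzyme reaction and -100% = no-enzyme basal signal; the screen sought inhibitors and activators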
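Recombinant enzyme (4 nM final) with compounds titrated up to 77 uM and bovine liver glycogen (30 ug) in citrate pH 5.0, 0.01% Tween-20, 37 C 40 min. Released glucose detected by Amplex Red/glucose oxidase (Ex 573/Em 610); AC50 from Hill fits.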
aGlu spleen mod = qHTS Assay for Inhibitors and Activators of Human alpha-Glucosidase From Spleen Homogenate. Lysosomal alpha-glucosidase (Homo sapiens), P10253. human spleen homogenate, 4-MU-alpha-glucoside fluorescence. Potency, µM (doses to about 79.9 µM), for inactives: at the highest dose activity change, negative = inhibition, most hits filed as inhibitors. hit rate 0.006% among 240,000. AID 2112, 2009;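 note: 0% = enzyme with vehicle and -100% = no enzyme basal signal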
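Human spleen homogenate (1 ug) with 4-methylumbelliferyl-alpha-D-glucopyranoside (1 mM final) in 50 mM citrate/phosphate pH 5.0, 0.01% Tween-20; 40 min at 37 C. Stopped at pH 10; 4-MU fluorescence Ex 365/Em 440 nm; AC50 by Hill fit.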
HttQ103 aggreg = qHTS Multiplex Assay to Identify Dual Action Probes in a Cell Model of Huntington: Aggregate Formation (GFP) | AID 1688, 2009 | PC12 HttQ103-GFP aggregates, Acumen cytometry, 40 h | hit rate 1.1% among 220,000 | Potency, µM (highest dose often 46.1 µM), inactives show at the highest dose activity change, negative = inhibition, usual class: inhibitors; note: % is set by controls: 0 for no effect and ±100 for the full control effect; nearly all actives have a fitted effect of over 60% in size
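PC12 cells stably carrying ecdysone-inducible HTT exon 1 Q103–GFP were induced with tebufenozide (100 nM final) and treated with library compounds in titration. GFP aggregates in lysates were counted by laser scanning cytometry.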
IMPase Li cell = qHTS Assay for Identifying the Cell-Membrane Permeable IMPase Inhibitors: Potentiation with Lithium; CHO-M1 cells, IP1 TR-FRET (IP-One), carbachol + lithium; Potency, µM (titrated, usually from 59.4 µM), inactives show at the highest dose activity, negative = IMPase inhibition, most hits filed as inhibitors; hit rate 0.35% among 210,000; AID 1457, 2008;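 note: IP1 builds up when IMPase is blocked and the TR-FRET signal falls; plate controls were basal vehicle for no effect and high inhibitor control for full effect; nearly all actives have a fitted effect of over 50% in size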
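Readout is a homogeneous TR-FRET IP1 immunoassay (Ex 320, Em 665 and 620), where raised cytosolic IP1 lowers signal. Cells were CHO-M1 treated 30 min at 37C with test compounds plus a little lithium; AC50 values came from Hill-equation fitting.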
Numbers without * were called inactive; u = inconclusive; x = not tested or not shown; [ ] = another dose, or the depositor's remark. Unless noted, calls come from the whole dose curve; as a rule, active = well fitted curve in the direction sought with a large enough effect; inconclusive = small, poorly fitted or top-dose-only effect, or another doubt; inactive = no such curve, though single readings can be large; an effect the other way counts as inactive or inconclusive. Potency is the fitted concentration of half-maximal effect.

SMILES	GoLoco inh red	GAA inhib	HTT ATP protect	GAA glycogen mod	aGlu spleen mod	HttQ103 aggreg	IMPase Li cell
COc1ccc(OC)c(-c2csc(NC(=O)CSc3ccc([N+](=O)[O-])cc3)n2)c1	8%	2%	7%[10 µM]	5%	2%	-26%	4%
CN(CC(=O)Nc1ccc(Cl)c(C(F)(F)F)c1)Cc1cc(=O)n2ccsc2n1	5%	-10%	-16%	6%	1%	-26%	12%
COC(=O)c1cncc(C)c1	1%	x	21%[10 µM]	-9%	2%	4%[9.22 µM]	x
COc1ccc(Oc2ncnc3c2oc2ccc(Br)cc23)cc1	-5%	-2%	-3%	0%	-7%	0%	u
COc1cc(CC(NC(C)=O)C(=O)NC2CCN(c3c(Cc4ccccc4)c(C)nc4ncnn34)CC2)cc(OC)c1 (stereo not drawn)	7%	6%	x	4%	-5%	10%	-2%
COc1ccc(S(=O)(=O)Nc2cc(OC)c(NC(=O)c3ccco3)cc2OC)cc1	4%	3%	-7%	-4%	-2%	3%	4%[38.3 µM]
CNCCOc1ccc(Cl)c(Cl)c1	-6%	x	-2%[10 µM]	-7%	-4%	-4%[9.22 µM]	14%
C#CCOC(=O)CCCNc1ccc([N+](=O)[O-])cc1[N+](=O)[O-]	4%	-4%	-2%	2%	-5%	8%	-1%[38.3 µM]
O=C(CCn1c(=O)c2sccc2n(CC(=O)NCc2ccco2)c1=O)NCc1ccccc1	-1%	-11%	0%[10 µM]	3%	-1%	-4%	-14%
CCOc1ccc(N(CC(=O)NCC2CCCO2)S(=O)(=O)c2ccc(Cl)cc2)cc1 (stereo not drawn)	-11%	2%	-27%[10 µM]	-10%	-7%	-4%	15%[38.3 µM]
C/C(Cl)=C\Cn1c(Nc2ccccc2)nc2c1c(=O)n(C)c(=O)n2C	1%	-4%	14%[10 µM]	-12%	-17%	-24%	15%[38.3 µM]
Oc1ccc(N=Nc2n[nH]c(-c3ccc(Cl)cc3)n2)cc1	17%	8%	-58%[inhibitor]	7%	-11%	18µM*	0%[38.3 µM]
Cc1nn(C)c(Cl)c1C(N)=O	7%	10%	-22%	-2%	2%	-1%	-2%
CC(C)CC1NC(=S)N(Cc2ccccc2)C1=O (stereo not drawn)	-8%	-5%	8%[10 µM]	u	-3%	u	1%
CN(Cc1cccs1)C(=O)Cc1csc(-c2ccccc2)n1	-9%	3%	-43%[inhibitor]	-1%	1%	-12%	7%
COc1ccc(NC(=S)N(CCN(C)C)C(C)c2ccco2)cc1 (stereo not drawn)	1%	-14%	-18%[10 µM]	-14%	-3%	-14%	0%
Cc1noc(C)c1-c1ccc2ncnc(NCc3cccs3)c2c1	34%[activator]	x	-75%[inhibitor]	x	-6%	x	6%
CN(C)/C=C/C(=O)/C=C/c1cn(-c2ncc(C(F)(F)F)cc2Cl)c2ccccc12	40%[activator]	-7%	-30%[10 µM]	1%	-6%	-26%	34%[38.3 µM]
Cc1cc(NC(=O)c2ccc(Cl)c(S(=O)(=O)N3CCOCC3)c2)no1	-4%	-1%	x	1%	-2%	-3%	8%
Cn1ncc2c(c(SCc3ccc(Cl)cc3Cl)nn2C)c1=O	-14%	x	6%[10 µM]	4%	-4%	-2%[9.22 µM]	x
O=S(=O)(CCc1ccccc1)/N=C/c1cccs1	6%	u	-7%	2%	-7%	-7%	-11%[38.3 µM]
O=c1c2ccccc2c(/C=N/NS(=O)(=O)c2ccccc2)c(O)n1-c1ccccn1	-27%	8%	-29%	u	0%	-3%	1%
CCOc1ccc2[nH]c(=O)c(CN(CCOC)C(=O)N3CCOCC3)cc2c1	1%	4%	-15%[10 µM]	6%	-12%	-8%	0%[38.3 µM]
O=S1(=O)CCC(NC(=S)Nc2ccccc2)C1 (stereo not drawn)	4%	x	24%[10 µM]	9%	-11%	21%[9.22 µM]	x
Cc1c(OCc2nn[nH]n2)ccc2c(-c3ccccc3)cc(=O)oc12	3%	-1%	-15%[0.074 µM]	-6%	0%	9%	0%[38.3 µM]
O=C(Cn1cnc2c(cnn2-c2ccc(F)cc2)c1=O)OCc1ccccc1	9%	9%	17%[10 µM]	15%	4%	9%	8%[38.3 µM]
COc1cc2c(=O)c(-c3ccc(O)cc3)coc2cc1OC1OC(CO)C(O)C(O)C1O (stereo not drawn)	-6%	-14%[15.4 µM]	x	1%	-11%	2%	0%
Cc1ccccc1OCCC(=O)OCC(=O)Nc1cc(S(=O)(=O)N2CCOCC2)ccc1Cl	-11%	-4%	-3%	-4%	-2%	1%	10%
CC(C)CC1NC(=O)N(CC(=O)N2CCN(S(=O)(=O)c3ccc4ccccc4c3)CC2)C1=O (stereo not drawn)	4%	u	18%[10 µM]	-5%	-17%	2%	2%
O=C(COC(=O)Cn1cnc2ccccc21)NCc1ccc(F)cc1	-2%	-6%	-14%[10 µM]	6%	-4%	0%	8%
CCN(CC)S(=O)(=O)c1ccc(O)c(C(=O)OCC(=O)Nc2cc(C)c(C)cc2[N+](=O)[O-])c1	-6%	-5%	-29%	-3%	1%	-17%	-1%
CC(C)c1[nH]nc2c1C(c1ccco1)C(C#N)=C(N)O2 (stereo not drawn)	19%	13%	x	7%	0%	x	-3%
N#C/C(=C/N1CCOCC1)c1ccccc1	-35%	-4%	-9%[10 µM]	-12%	-1%	5%	8%[38.3 µM]
COc1cccc2sc(NNC(=O)c3nc4ccccc4s3)nc12	9%	-2%	x	-4%	6%	u	6%
COc1cnc(-c2cccc(C(F)(F)F)c2)[nH]c1=O	7%	-3%	-33%[inhibitor]	13%	5%	-24%	-2%
Cc1ccc(S(=O)(=O)NC(C(=O)N2CCOCCOCCOCC2)c2ccccc2)cc1 (stereo not drawn)	-3%	4%	-22%[10 µM]	8%	1%	15%	18%
CCOC(=O)c1cccc(COC(=O)c2cccc(-c3nnc(-c4ccccc4)o3)c2)c1	1%	-1%	14%[10 µM]	-3%	2%	-5%	14%
N#C/C(=C(/O)c1cccc(F)c1)c1nc2ccccc2s1	9%	x	-8%[10 µM]	0%	6%	-19%[9.22 µM]	x
Cc1ccc(NN=C2c3ccccc3-c3ccccc32)cc1	10%	-1%	0%[1.9 µM]	u	-8%	26%	13%
COc1cc2c(cc1OC)C(NC(=O)C(F)(F)F)C/C2=N\O (stereo not drawn)	9%	8%	-2%[10 µM]	-4%	6%	-11%	-11%
COc1ccc(-c2[nH]ncc2CNC(C)CCn2cccn2)cc1F (stereo not drawn)	-2%	-13%	10%[10 µM]	6%	-5%	-4%[9.22 µM]	0%
O=C(c1ccccc1)c1cc([N+](=O)[O-])ccc1N1CCCC1	4%	2%	x	-3%	-13%	u	5%
Cc1ccc2c(c1)C1CN(C)CCC1N2S(=O)(=O)c1ccc(Oc2ccc([N+](=O)[O-])cc2)cc1 (stereo not drawn)	-4%	0%[15.4 µM]	13%[10 µM]	5%	-8%	-3%[9.22 µM]	15%
O=C(CN(C(=O)CSc1nc2ccccc2o1)c1ccccc1F)NC1CCCCC1	2%	-2%	-4%[10 µM]	-9%	-11%	28%	13%
CC1(C)OC(=O)C(=CNc2ccccn2)C(=O)O1	10%	1%	-7%[10 µM]	2%	2%	-25%[9.22 µM]	x
COc1ccc(CN2C(=O)CN(C3CCCCCC3)C(=O)C2c2ccc(F)cc2)cc1 (stereo not drawn)	3%	u	-20%	-1%	-12%	-2%	12%[38.3 µM]
CN(CC(=O)O)S(=O)(=O)c1ccc2[nH]c(=O)c(=O)[nH]c2c1	-1%	x	33%[10 µM]	-7%	-3%	8%[9.22 µM]	x
Cc1cccc2sc(NC(=O)c3ccc(Cl)s3)nc12	-3%	-1%	2%	3%	4%	-20%	7%[38.3 µM]
O=C(C1CC1)N1CCCN(C(=O)C2CC2)CC1	11%	1%	1%	2%	2%	7%[9.22 µM]	-7%[38.3 µM]
CC(=O)c1ccc(N2Cc3ccccc3C3(CCOCC3)C2=N)cc1	24%	5%	-43%[inhibitor]	9%	-3%	0%	8%

An excerpt from above, showing only GAA glycogen mod:
| Molecule | GAA glycogen mod |
| --- | --- |
| O=C(C1CC1)N1CCCN(C(=O)C2CC2)CC1 | 2% |
| CC(=O)c1ccc(N2Cc3ccccc3C3(CCOCC3)C2=N)cc1 | 9% |

More records follow:
SMILES	GoLoco inh red	GAA inhib	HTT ATP protect	GAA glycogen mod	aGlu spleen mod	HttQ103 aggreg	IMPase Li cell
Cc1ccc(/C=N/NC(=O)CNC(=O)Cc2ccccc2)o1	0%	1%	-1%[10 µM]	14%	-1%	-8%	7%
CC1=C(C(=O)Nc2ccccc2)C(c2ccccn2)n2nc(CCCO)nc2N1 (stereo not drawn)	-9%	-7%	-11%	-6%	0%	-4%	32%[38.3 µM]
C/C(=N/NS(=O)(=O)c1ccc(Br)cc1)c1ccc(NC(=O)c2ccc(C)o2)cc1	-11%	-16%	-74%[inhibitor]	-3%	-7%	u	2%[38.3 µM]
CN(C(=O)COC(=O)CNC(=O)c1sc2ccccc2c1Cl)c1ccccc1	5%	3%	x	8%	-14%	-16%	-12%
Cc1c(N/C=C/C(=O)C(F)(F)F)c(=O)n(-c2ccccc2)n1C	-10%	0%	-25%	u	-6%	-9%	-2%
Cc1ccc(S(=O)(=O)N(CC(=O)N/N=C/c2cccc(Cl)c2)c2cccc3cccnc23)cc1	-4%	-5%	-49%[inhibitor]	9%	-4%	16%	-9%[38.3 µM]
COc1ccc(CCNC(=O)COC(=O)c2cnccn2)cc1	8%	-4%[15.4 µM]	-4%	-5%	3%	u	-5%[38.3 µM]
COc1cccc(/C=C/C(=O)c2cccc([N+](=O)[O-])c2)c1	3%	0%	-40%[inhibitor]	7%	0%	8%	8%
NNC(=O)COc1ncn(-c2ccccc2)n1	2%	-6%	-26%	7%	-4%	17%	-37%[38.3 µM]
O=C(CSc1nc2ccccc2c(=O)n1CCCN1CCOCC1)NC12CC3CC(CC(C3)C1)C2	12%	-7%	17%[10 µM]	1%	-1%	-6%	0%

These rows are one share of the data; rates above refer to the full screens.
